High-throughput results from PubChem BioAssay.
BioA inh = M. tuberculosis BioA enzyme inhibitors, primary screen, biochemical, plate reader, single point, HTS | 7,8-diaminopelargonic acid synthase BioA (Mycobacterium tuberculosis) | purified M. tuberculosis BioA enzyme | inhibition, % at 9.99 µM | 0.096% of 360,000 active; in the data active means inhibition above about 40%; inconclusive means no clear call, values can overlap the other calls
GDH-TPI inh = GDH-TPI coupling enzyme inhibitors, primary screen, artefact control for M. tuberculosis FBA inhibitor project, biochemical, absorbance, full deck. AID 588335, 2011. inhibition, % at 4.8 µM. GDH-TPI coupled enzyme counterscreen, NADH absorbance. 1.2% of 360,000 active; in the data active means inhibition above about 30%;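 further: 0% = DMSO wells and 100% = wells lacking the enzyme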
FadD28 FP inh = inhibitors of FadD28 bisubstrate probe binding, primary screen, biochemical, fluorescence polarization, single point | Mycobacterium tuberculosis FadD28 fatty-acid-AMP ligase | inhibition, % at 12.5 µM | 0.22% of 360,000 active; in the data active means inhibition above about 8.5%, passing the limit was not always enough; inconclusive means no clear call, values can overlap the other calls
MazF activator = activators of E. coli MazEF toxin-antitoxin RNase, primary screen, biochemical, fluorescence, uHTS. FAM/BHQ RNA-DNA oligo cleavage fluorescence, 5 h. 0.32% of 350,000 active. AID 504720, 2011. activation, % at 20 µM. Endoribonuclease toxin MazF (Escherichia coli (strain K12)), P0AE70; in the data active means activation above about 50%
Target sequence (P0AE70 whole entry, looked up): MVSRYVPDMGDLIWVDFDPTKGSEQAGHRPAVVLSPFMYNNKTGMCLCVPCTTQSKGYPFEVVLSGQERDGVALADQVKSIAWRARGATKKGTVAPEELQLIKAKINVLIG
BoNT-F LC inh = BoNT/F light chain protease inhibitors, primary screen, biochemical, flow cytometry, MLPCN library; inhibition, % at 10 µM; 0.22% of 360,000 active; Multiplex microsphere protease cleavage assay; Botulinum neurotoxin type F light chain protease (Clostridium botulinum); in the data active means inhibition above about 35%, passing the limit was not always enough; inconclusive means no clear call, values can overlap the other calls; further: plate controls were buffer without enzyme for full effect and enzyme alone for no effect
PrPC TRFRET = inhibitors of human cell surface prion protein PrPC, primary screen, cell-based, TR-FRET. TR-FRET read-out. inhibition, % at 13.8 µM. AID 720596, 2013. 0.43% of 370,000 active; in the data active means inhibition above about 24%; further: 0% = median of the test wells and 100% = reference compound wells
Mtb FBA inh = Mtb FBA enzyme inhibitors, primary screen, biochemical, fluorescence, strain H37Rv | inhibition, % at 1 µM | purified M. tuberculosis FBA, fluorescence read-out | Fructose-bisphosphate aldolase (Mycobacterium tuberculosis (strain ATCC 25618 / H37Rv)), … | 2.3% of 360,000 active; in the data active means inhibition above about 27%;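 further: 0% = vehicle and 100% = reference inhibitor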
Target sequence (P9WQA3 whole entry, looked up): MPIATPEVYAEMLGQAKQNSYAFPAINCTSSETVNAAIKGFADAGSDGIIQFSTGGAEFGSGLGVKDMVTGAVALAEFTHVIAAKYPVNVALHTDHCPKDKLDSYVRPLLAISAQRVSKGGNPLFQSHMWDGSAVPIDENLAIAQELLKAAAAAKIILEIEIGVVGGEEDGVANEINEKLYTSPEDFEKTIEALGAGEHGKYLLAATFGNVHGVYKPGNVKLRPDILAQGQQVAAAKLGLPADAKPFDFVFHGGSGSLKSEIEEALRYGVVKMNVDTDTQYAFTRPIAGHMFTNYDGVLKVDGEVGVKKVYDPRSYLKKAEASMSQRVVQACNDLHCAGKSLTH
UGM FP inh = M. tuberculosis UGM enzyme inhibitors, primary screen, biochemical, fluorescence polarization, single point; purified UGM, fluorescence polarization probe displacement; inhibition, % at 10 µM; 0.06% of 320,000 active; AID 504406, 2011; in the data active means inhibition above about 10%, passing the limit was not always enough; inconclusive means no clear call, values can overlap the other calls
Rv3671c protease = Rv3671c serine protease inhibitors, primary screen, biochemical, fluorescence polarization, M. tuberculosis H37Rv; P9WHR9; inhibition, % at 5.96 µM; 0.048% of 320,000 active; in the data active means inhibition above about 38%;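 further: extracellular domain of Rv3671c used as enzyme; 0% = enzyme with DMSO and 100% = no enzyme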
Target sequence (P9WHR9 whole entry, looked up, the tested form may be a part): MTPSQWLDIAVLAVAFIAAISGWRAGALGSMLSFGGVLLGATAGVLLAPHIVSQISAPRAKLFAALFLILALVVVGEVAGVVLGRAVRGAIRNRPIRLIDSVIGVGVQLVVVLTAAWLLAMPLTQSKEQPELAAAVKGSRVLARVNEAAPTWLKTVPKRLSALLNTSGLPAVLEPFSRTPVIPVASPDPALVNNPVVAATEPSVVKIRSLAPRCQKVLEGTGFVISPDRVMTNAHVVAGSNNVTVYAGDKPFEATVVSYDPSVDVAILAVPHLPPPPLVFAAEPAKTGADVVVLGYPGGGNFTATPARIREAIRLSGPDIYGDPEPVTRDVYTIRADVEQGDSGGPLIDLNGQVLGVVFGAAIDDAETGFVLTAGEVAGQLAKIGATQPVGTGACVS
Starred values were filed as active, the others as inactive; ? = inconclusive; . = not tested or not shown; + = active, no number.

SMILES | BioA inh | GDH-TPI inh | FadD28 FP inh | MazF activator | BoNT-F LC inh | PrPC TRFRET | Mtb FBA inh | UGM FP inh | Rv3671c protease
COC(=O)C[C@H]1c2cc(C(F)(F)F)ccc2S(=O)(=O)N1C1CCCC1 | -0.7 | 1 | -1.1 | -14 | -6 | 10 | -2 | -0.6 | -7
N#CCCn1nnc(-c2ccccc2F)n1 | -1.4 | 6 | -0.8 | 6 | -14 | 2 | 0 | 1.8 | -4
CC(=O)NC1C(=O)N=C(SCC(=O)NCc2ccccc2)NC1=O (stereo unspecified) | . | 7 | 0.0 | 8 | -3 | 7 | 3 | -2.8 | 7
COc1ccccc1N1CCN(C(CNS(=O)(=O)c2ccccc2)c2ccccc2)CC1 (stereo unspecified) | -1.3 | 9 | 1.1 | 5 | -4 | 1 | -1 | 2.8 | -1
Cc1cc(C)c(Cn2c3ccccc3c3cnn(CC(=O)NCCN4CCOCC4)c(=O)c32)c(C)c1 | 0.3 | 5 | -3.4 | -7 | -3 | 3 | 6 | -1.0 | -3
O=C(Cc1ccc(Cl)cc1)N1CCOCC1 | -2.9 | 6 | 1.0 | -20 | ? | 7 | -3 | 1.7 | -6
CCCCNC(=O)Cn1nnc(-c2ccccc2)c1COc1ccc(C(C)=O)cc1 | 1.4 | -4 | -0.5 | . | -6 | -4 | -1 | . | .
Cc1ccc(C)c(NP(=O)(Oc2ccccc2)Oc2ccccc2)c1 | -1.7 | -2 | . | -1 | -12 | 7 | 3 | -0.4 | -11
Cc1cc(C(=O)COC(=O)c2cccn2C)c(C)n1Cc1ccco1 | 2.3 | -8 | -5.0 | 0 | 2 | -3 | 0 | -2.8 | -3
Cc1cc(/C=C2\C(=O)NC(=O)N(c3ccccc3F)C2=O)c(C)n1-c1cc(C(=O)O)cc(C(=O)O)c1 | -2.3 | 3 | 1.3 | -24 | -29 | 1 | 0 | 0.1 | -4
Cc1csc(NC(=O)C2COc3ccccc3O2)n1 (stereo unspecified) | . | -10 | -3.9 | 6 | -1 | 1 | 3 | 0.8 | 3
Nc1ccn(CC(=O)NCCNc2ccc([N+](=O)[O-])cn2)c(=O)n1 | -1.4 | 33* | 0.5 | -2 | 7 | -10 | 3 | 2.5 | -5
Cc1cccc(-n2c(-c3csc4ccccc34)n[nH]c2=S)c1 | . | 0 | -1.3 | 2 | -2 | -1 | 1 | 3.6 | -3
O=C(CN1CCN(Cc2ccccc2Cl)C1=O)NCC1CCCO1 (stereo unspecified) | -0.3 | -7 | -0.6 | 0 | -6 | 9 | -1 | 0.7 | -5
COc1ccc(-n2cccc2/C=C2\C(=N)N3N=C(c4ccco4)SC3=NC2=O)cc1 | . | 11 | -2.9 | -30 | 6 | -3 | -7 | 3.8 | -16
Cn1c(=O)[nH]c(=O)c2c1nc(CN1CCN(c3ccc(F)cc3)CC1)n2CCc1ccccc1 | 0.5 | -5 | -4.9 | 2 | -28 | 1 | 0 | -1.0 | -7
Cc1ccn2c(C(=O)N/N=C\c3cccs3)c(C)nc2c1 | 14 | 62* | -1.0 | 5 | 0 | -5 | 0 | 0.0 | 2
CC(C)C(C)NC(=O)COC(=O)C1CCN(S(=O)(=O)c2ccc3c(c2)OCCO3)CC1 (stereo unspecified) | . | -1 | -4.2 | 4 | 2 | 2 | -1 | 0.3 | 4
COc1ccc(C/C(O)=C(\C#N)c2nc3ccccc3s2)cc1 | -0.5 | 46* | -0.9 | 1 | -5 | . | -3 | -0.2 | -2
O=C1c2ccccc2C(=O)N1n1cccc1 | . | -4 | -0.9 | 1 | -4 | 9 | -2 | -0.8 | -1
Cc1nnc(SCC(=O)c2c[nH]c3ccccc23)n1C1CC1 | -1.0 | 8 | . | 8 | 2 | -3 | 2 | 3.9 | -4
CCCN1C(=O)CC(C(=O)OC)=C1C | -0.4 | 10 | -0.1 | 9 | 10 | -7 | 4 | -0.3 | -1
CC(=O)Oc1ccc(C(=O)NCCc2ccccc2)cc1 | -0.7 | 1 | -1.5 | -10 | 7 | 2 | 6 | -0.2 | 0
COc1ccc(COc2cc(-c3cccc(OC)c3)nc3ccc(NC(=O)c4ccc(C)cc4)cc23)cc1 | -1.3 | 20 | -7.1 | -15 | -5 | -10 | 16 | 1.0 | -123
Cc1ccc(/C=N/NC(=O)CNC(=O)c2cccs2)o1 | . | 7 | 0.6 | 4 | 1 | -8 | -1 | 2.2 | 4
COC(=O)c1ccc(N(CC(=O)NCC2CCCO2)C(=O)CCC(=O)Nc2cc(C)on2)cc1 (stereo unspecified) | -1.5 | -3 | -2.4 | 4 | -9 | 2 | 1 | -0.7 | 5
COc1ccc(N(C)S(=O)(=O)c2cccc(C(=O)NCC(c3cccs3)N(C)C)c2)cc1 (stereo unspecified) | . | -1 | -2.2 | 3 | 13 | 4 | 5 | -2.6 | 4
Cc1ccccc1OCC(=O)OCC(=O)N1CCc2ccccc21 | -5.2 | 9 | -3.9 | -7 | -7 | -5 | 1 | . | .
COc1cccc(NC(=O)c2cccc(S(=O)(=O)N3CCN(Cc4ccccc4)CC3)c2)c1 | . | -3 | -3.2 | -8 | 12 | 0 | 3 | 0.5 | -104
Cc1ccccc1C(=O)N1CCN(S(=O)(=O)c2ccccc2)CC1 | 2.6 | -2 | -0.7 | 1 | 3 | -4 | 0 | -3.5 | 1
O=C(COC(=O)c1cccc([N+](=O)[O-])c1)NCc1cccs1 | . | 3 | 0.3 | 15 | 0 | -7 | -1 | 2.5 | 0
O=C(Cc1ccc(F)cc1)NCCc1ccccc1 | -3.5 | 8 | 0.3 | -4 | -1 | 9 | 1 | -0.8 | 1
CN(C)C(=O)OCc1n(C)cc[n+]1C | . | 1 | -0.8 | 11 | -6 | 8 | 0 | 3.3 | -1
CC(=O)c1ccc(-c2ccc(C(=O)NCC3CCCO3)o2)cc1 (stereo unspecified) | 25 | 17 | -2.6 | 2 | 0 | 2 | + | . | 1
Cn1ncc([N+](=O)[O-])c1C(=O)NCc1ccccc1 | . | -1 | 0.6 | -18 | -8 | -6 | 0 | -1.2 | -3
COc1cc(-c2cc(C(=O)N(C)Cc3ccccc3)c3ccccc3n2)cc(OC)c1OC | 0.2 | -5 | -6.7 | -2 | -8 | 2 | 1 | 0.8 | -7
COc1ccc(C2(O)CN(c3ccc(C)cc3)C3=[N+]2CCCC3)cc1 (stereo unspecified) | . | 4 | -0.6 | 5 | 0 | 8 | 1 | 1.5 | 13
Cc1ccc(CNCC(O)(c2ccc(F)cc2)c2ccc(F)cc2)cc1 | -2.4 | 21 | -1.5 | -2 | -13 | 8 | 0 | -1.9 | -6
N#Cc1cccc(S(=O)(=O)N2CCN(c3ccnc4cc(Cl)ccc34)CC2)c1 | -1.7 | 2 | -4.2 | -10 | 5 | 7 | -3 | -0.5 | -6
CCC(CC)C(=O)Nc1nnc(S(=O)(=O)N2CCCc3ccccc32)s1 | -1.2 | 12 | -0.4 | 5 | -3 | 6 | 0 | 1.0 | -1
CC(C)NC(=O)CSc1nnc(COc2ccccc2Cl)o1 | 0.1 | -4 | -3.2 | 1 | -13 | 0 | 0 | 2.6 | 0
Cc1occc1-c1nnc(SCC(=O)c2ccc(Cl)cc2)n1CC1CCCO1 (stereo unspecified) | -1.0 | -8 | -6.0 | -7 | 6 | 4 | -1 | 0.8 | 0
CC1CC2(CCCCC2)Nc2ccc3ccccc3c21 (stereo unspecified) | 2.0 | 9 | -0.6 | -7 | -9 | -1 | 10 | -2.4 | 4
COc1cc(C2Nc3cc(Cl)c(S(N)(=O)=O)cc3S(=O)(=O)N2)cc(OC)c1OC (stereo unspecified) | . | 14 | -2.0 | 1 | -4 | 3 | 3 | -2.8 | 3
c1ccc(-c2cnc(CSc3nnc4ccccn34)o2)cc1 | 0.7 | 3 | -2.0 | 1 | -1 | -8 | 3 | -0.7 | -2
O=C(COC(=O)c1cccc(S(=O)(=O)N2CCN(c3ccccc3)CC2)c1)NCc1ccco1 | -1.6 | -1 | -2.1 | 5 | 19 | -9 | -1 | 1.7 | -2
CCOP(=O)(C#CC(C)(C)C)C1(O)CCCCC1 (stereo unspecified) | -0.3 | -5 | -3.8 | -4 | 18 | 2 | -1 | 4.2 | 1
Cc1ccc(OC2CCN(C(=O)[C@H]3O[C@@H](n4ccc(N)nc4=O)[C@H](O)[C@@H]3O)CC2)cc1 | 1.5 | . | -2.2 | . | -7 | 2 | 0 | . | .

A portion from further up, for reference:
SMILES | BioA inh | GDH-TPI inh | FadD28 FP inh | MazF activator | BoNT-F LC inh | PrPC TRFRET | Mtb FBA inh | UGM FP inh | Rv3671c protease
COc1ccc(C2(O)CN(c3ccc(C)cc3)C3=[N+]2CCCC3)cc1 (stereo unspecified) | . | 4 | -0.6 | 5 | 0 | 8 | 1 | 1.5 | 13
Cc1ccc(CNCC(O)(c2ccc(F)cc2)c2ccc(F)cc2)cc1 | -2.4 | 21 | -1.5 | -2 | -13 | 8 | 0 | -1.9 | -6
N#Cc1cccc(S(=O)(=O)N2CCN(c3ccnc4cc(Cl)ccc34)CC2)c1 | -1.7 | 2 | -4.2 | -10 | 5 | 7 | -3 | -0.5 | -6

The listing continues:
SMILES | BioA inh | GDH-TPI inh | FadD28 FP inh | MazF activator | BoNT-F LC inh | PrPC TRFRET | Mtb FBA inh | UGM FP inh | Rv3671c protease
CCn1c(SCC(=O)Nc2ccccc2F)nnc1-c1ccoc1C | 0.3 | 2 | -2.2 | -1 | -1 | 3 | 1 | -1.3 | 0
CSCCC(c1nnnn1C1CCCC1)N1CCC2(CC1)C(=O)NCN2c1ccccc1 (stereo unspecified) | -1.6 | . | -2.3 | . | -8 | 6 | 2 | . | .
Cc1cccc(NC(=S)NNC(=O)c2csc(C)c2)c1 | . | 9 | 0.3 | -5 | -9 | 13 | 1 | -1.2 | 0
CCOC(=O)C(Cc1ccc(NC(=O)/C(=C/c2ccc(OC(C)=O)cc2)NC(C)=O)cc1)N1C(=O)c2ccccc2C1=O (stereo unspecified) | 0.2 | 14 | -1.3 | 3 | 5 | -6 | -1 | -0.3 | -16
CCN(CC)CCNC(=O)C(=O)Nc1cc2c3c(c1)CCC(=O)N3CCC2 | -2.5 | 16 | 0.2 | 1 | 8 | 0 | 5 | 0.6 | 4
CCOC(=O)c1sc(NC(=O)CC(C)c2ccccc2)nc1C (stereo unspecified) | -1.1 | 2 | -1.5 | 19 | ? | 6 | 1 | -1.8 | -7
CCOC(=O)N1CCN(C(=O)/C(=C/c2ccc(Br)cc2)NC(=O)c2ccc(OC)cc2)CC1 | 2.4 | 1 | -0.9 | -2 | 15 | -8 | 2 | -1.8 | 2
Cc1ccc(C(CCN(Cc2ccccc2)C(=O)c2ccco2)c2ccco2)cc1 (stereo unspecified) | . | 10 | 0.0 | -12 | 4 | 4 | 2 | 0.6 | -2
COc1cccc(CNS(=O)(=O)c2c(C)[nH]c(C)c2C(=O)N2CCCC2)c1 | -0.4 | -1 | -1.0 | -11 | -1 | -1 | 3 | 1.1 | -5
O=C(NCC(=O)N(Cc1ccco1)C(C(=O)NC1CCCCC1)c1cccnc1)c1ccco1 (stereo unspecified) | -1.0 | -10 | -0.3 | 0 | -6 | -1 | -4 | -0.5 | -7
COc1ccc(C(=O)N2C=Cc3ccccc3C2C#N)cc1 (stereo unspecified) | 0.0 | 12 | -2.1 | 1 | 0 | 5 | 1 | . | .

Part of the list above, reduced to PrPC TRFRET.
smiles | PrPC TRFRET
Cc1ccc(C(CCN(Cc2ccccc2)C(=O)c2ccco2)c2ccco2)cc1 (stereo unspecified) | 4
CCOC(=O)C(Cc1ccc(NC(=O)/C(=C/c2ccc(OC(C)=O)cc2)NC(C)=O)cc1)N1C(=O)c2ccccc2C1=O (stereo unspecified) | -6
COc1ccc(C(=O)N2C=Cc3ccccc3C2C#N)cc1 (stereo unspecified) | 5
